GPR35 arrestin U2OS: GPR35 antagonists blocking zaprinast-driven arrestin recruitment, primary screen, imaging, U2OS, beta-arrestin-GFP, zaprinast agonist (AID 2058); one-dose inhibition, % at 10 µM; IC50 in µM for titrated hits; U2OS GPR35 beta-arrestin-GFP translocation imaging, zaprinast antagonism; higher % means a stronger effect; hit rate 0.052% among 290,000; G-protein coupled receptor 35 (Homo sapiens);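 active means inhibition of at least 50% with at least 30 cells and total cytoplasm GFP at most 10,000,000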
PhoP inhibition: inhibitors of PhoP regulon expression, primary screen, Salmonella Typhimurium, GFP reporter (AID 1863). S. Typhimurium PhoP-regulated promoter GFP reporter, 4 h; higher % means a stronger effect. one-dose inhibition, % at 50 µM; IC50 in µM for titrated hits. hit rate 0.16% among 300,000;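 active means inhibition over 29.93%, a cutoff 3 SD above the screen mean, later confirmed by dose response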;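 further: 0% = low Mg2+ inducing control and 100% = high Mg2+ repressing control; strong numbers were not always called active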
Siah-1 displacement: Siah-1 peptide-binding antagonists, primary screen, biochemical, fluorescence polarization, rhodamine-plectin, uHTS (AID 1817). E3 ubiquitin-protein ligase SIAH1 (Homo sapiens). displacement, % at 20 µM, or IC50 in µM where a hit was titrated. hit rate 0.02% among 290,000. Siah-1 / rhodamine-plectin peptide fluorescence polarization; higher % means a stronger effect;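 active means displacement of at least 50% at 20 µM, with a fluorescence ratio check between 0.3 and a set limit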;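 further: plate controls were Siah plus tracer with DMSO for no effect and tracer alone without Siah for full effect; strong numbers were not always called active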
LYP phosphatase: inhibitors of LYP phosphatase, biochemical, fluorescence intensity, uHTS (AID 1779); Tyrosine-protein phosphatase non-receptor type 22 (Homo sapiens); recombinant LYP phosphatase, fluorescence intensity; higher % means a stronger effect; inhibition, % at 11.5 µM; hits with a dose series show IC50 in µM; hit rate 0.054% among 290,000; in the data active means inhibition above about 50%;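 further: plate controls were vehicle with enzyme for no effect and no enzyme for full effect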
Rac1 GTP hydrolysis: MgcRacGAP GTPase-activating activity inhibitors, confirmation, biochemical, ADP Hunter fluorescence; hit rate 0.6% among 340,000; MgcRacGAP-stimulated Rac1 GTP hydrolysis, ADP Hunter fluorescence; higher % means a stronger effect; GST-tagged Rac1 F28L mutant substrate; inhibition, % at 30 µM, or IC50 in µM where a hit was titrated; Rac GTPase-activating protein 1 (Homo sapiens);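 active means first-screen hits whose inhibition reached a set limit at any dose in the follow-up dose series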;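 further: fluorescence reports GDP produced by GAP-driven GTP hydrolysis; strong numbers were not always called active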
GPR55 LPI antagonism: GPR55 antagonists blocking LPI-driven arrestin recruitment, primary screen, imaging, U2OS, beta-arrestin-GFP, LPI agonist (AID 2013) | G-protein coupled receptor 55 (Homo sapiens) | U2OS GPR55 beta-arrestin-GFP translocation imaging, LPI antagonism; higher % means a stronger effect | one-dose inhibition, % at 10 µM; IC50 in µM for titrated hits | hit rate 0.13% among 290,000;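 active means spots per cell inhibited over 60%, with over 100 cells counted and total cytoplasm intensity under 500,000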;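 further: U2OS cells stably carrying GPR55 and arrestin-GFP stimulated by 5 µM LPI near EC80; imaged beta-arrestin-GFP aggregate spots per cell after agonist stimulation; plate controls were LPI-stimulated DMSO wells for no effect and DMSO wells without LPI for full effect; some results filed as inactive read as strong as hits; confirmed hits need IC50 under 10 µM and bright autofluorescent wells are also inconclusive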
Myeloid diff MLP: induction of myeloid progenitor differentiation, primary screen, cell-based, flow cytometry, MLPCN library | ER-HoxA9 myeloid progenitors, lysozyme-GFP differentiation | calls only at 10 µM | hit rate 1% among 360,000;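 active means normalized GFP-positive differentiation at or above the plate's own cutoff, the solvent-only control mean plus 3 SD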;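 further: cells exposed to compound for four days before flow analysis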
NTR1 ag: agonists of NTR1, primary screen, imaging, U2OS cells, beta-arrestin-GFP, high content (AID 493036); NTR1-U2OS beta-arrestin-GFP spot imaging, agonist mode; activation, % at 20 µM; hit rate 0.17% among 330,000;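 active means activation at or above 40% of the spot to cytoplasm intensity ratio, with at least 20 cells analyzed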;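 further: 0% = DMSO without peptide and 100% = 100 nM NTR1 peptide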
Target sequence (P30989 whole entry, looked up): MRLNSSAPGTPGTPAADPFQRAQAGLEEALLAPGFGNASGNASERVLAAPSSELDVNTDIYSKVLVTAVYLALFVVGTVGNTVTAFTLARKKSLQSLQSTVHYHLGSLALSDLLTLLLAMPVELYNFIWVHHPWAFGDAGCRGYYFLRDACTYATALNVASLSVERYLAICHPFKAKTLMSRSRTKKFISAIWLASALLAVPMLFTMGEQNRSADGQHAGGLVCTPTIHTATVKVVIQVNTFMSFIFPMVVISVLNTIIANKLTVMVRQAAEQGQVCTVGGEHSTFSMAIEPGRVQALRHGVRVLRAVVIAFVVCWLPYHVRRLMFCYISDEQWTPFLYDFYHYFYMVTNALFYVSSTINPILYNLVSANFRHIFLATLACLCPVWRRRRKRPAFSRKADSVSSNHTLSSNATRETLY
HIV peptide binding: inhibitors of HIV fusion peptide binding, primary screen, biochemical, uHTS, fluorescence dequenching (AID 1986) | hit rate 0.3% among 290,000 | cell-free peptide binding, fluorescence dequenching, 30 min; higher % means a stronger effect | one-dose inhibition, % at 20 µM; IC50 in µM for titrated hits; in the data active means inhibition mostly above about 52%, no sharp cut-off; inactive means mostly below about 76%; further: some results filed as inactive read as strong as hits
NTR1 ag cell count 20 µM: second read-out of NTR1 ag, no call of its own (marks repeat the call); cell count; measured here: cell count, cytotoxicity flag
Myeloid diff MLP GFP+ MAC1+ %: recorded beside Myeloid diff MLP, whose call it bears; GFP+ MAC1+ double positive, %; measured here: differentiation confirmed by MAC1 staining
* hit, by the source's call; i = inactive; . = not tested or not shown.

SMILES	GPR35 arrestin U2OS	PhoP inhibition	Siah-1 displacement	LYP phosphatase	Rac1 GTP hydrolysis	GPR55 LPI antagonism	Myeloid diff MLP	Myeloid diff MLP GFP+ MAC1+ %	NTR1 ag	NTR1 ag cell count 20 µM	HIV peptide binding
COc1ccc(-c2c(C)nn3c(N4CCC(C(=O)N5CCCCC5)CC4)cc(C)nc23)cc1OC	2%	1%	1%	0%	1%	0%	i	2.2	0.6	99	-2.7%
O=C(/C=C/c1ccco1)Nc1cccc(NC(=O)/C=C/c2ccco2)n1	-10%	-6%	88%	9%	9%	14%	i	0.6	11	49	93%
CCN(CC(=O)Nc1ccc(S(=O)(=O)N2CCCC2)cc1)CC(=O)Nc1cccc(OC)c1	-5%	-7%	17%	-6%	36µM*	7%	i	0.1	0.2	47	-0.5%
COc1ccc(CCC(N)=O)cc1OC	-10%	-4%	-2%	-1%	4%	-23%	i	3.6	-0.6	61	-0.2%
Cc1cc(C)nc(NC(=O)c2c(Cl)cccc2Cl)n1	-5%	2%	-8%	-6%	0%	-7%	i	0.3	0.5	74	-0.4%
COc1cccc(-c2cc(=O)c3cc(NC(C)=O)ccc3[nH]2)c1	-9%	0%	1%	-10%	10%	-3%	i	1.1	-3.9	82	-1.1%
CCOc1cc(/C=N/Nc2ncc(C)c(=O)[nH]2)ccc1O	-3%	-4%	-6%	2%	32µM*	-3%	i	0.5	2.3	85	-2.1%
Cn1c2c(c(=O)n(C)c1=O)C(NS(=O)(=O)c1ccc(Cl)cc1)(C(F)(F)F)C(=O)N2 (centres undefined)	-2%	-3%	0%	-3%	0%	5%	i	0.9	0.4	43	1.3%
COc1ccc(/C=C/c2nnc(NC(=O)CC(C)C)s2)cc1	4%	-3%	9%	-5%	8%	5%	i	1.0	0.8	52	1.2%
Cc1ccccc1-c1noc(CNC(=O)c2ccco2)n1	3%	-1%	3%	-6%	6%	11%	i	0.4	0.5	38	0.9%
N#C/C(=C\c1ccco1)C(=O)Nn1cnnc1	11%	4%	-6%	5%	4%	3%	i	0.9	-0.8	58	-0.3%
Cc1ccc(COC(=O)NCc2cccnc2)cc1	-1%	-2%	-2%	-5%	17%	-1%	i	0.6	0.6	67	-0.1%

Taken from above.
COc1cccc(-c2cc(=O)c3cc(NC(C)=O)ccc3[nH]2)c1 in NTR1 ag cell count 20 µM shows 82
N#C/C(=C\c1ccco1)C(=O)Nn1cnnc1 in GPR35 arrestin U2OS shows 11%
Cc1ccc(COC(=O)NCc2cccnc2)cc1 in HIV peptide binding shows -0.1%
CCOc1cc(/C=N/Nc2ncc(C)c(=O)[nH]2)ccc1O in Rac1 GTP hydrolysis shows 32µM*
COc1ccc(-c2c(C)nn3c(N4CCC(C(=O)N5CCCCC5)CC4)cc(C)nc23)cc1OC in Myeloid diff MLP GFP+ MAC1+ % shows 2.2
O=C(/C=C/c1ccco1)Nc1cccc(NC(=O)/C=C/c2ccco2)n1 in LYP phosphatase shows 9%
Cn1c2c(c(=O)n(C)c1=O)C(NS(=O)(=O)c1ccc(Cl)cc1)(C(F)(F)F)C(=O)N2 (centres undefined) in GPR55 LPI antagonism shows 5%

Returning to the listing with the 2 entries that preceded the break.
SMILES	GPR35 arrestin U2OS	PhoP inhibition	Siah-1 displacement	LYP phosphatase	Rac1 GTP hydrolysis	GPR55 LPI antagonism	Myeloid diff MLP	Myeloid diff MLP GFP+ MAC1+ %	NTR1 ag	NTR1 ag cell count 20 µM	HIV peptide binding
N#C/C(=C\c1ccco1)C(=O)Nn1cnnc1	11%	4%	-6%	5%	4%	3%	i	0.9	-0.8	58	-0.3%
Cc1ccc(COC(=O)NCc2cccnc2)cc1	-1%	-2%	-2%	-5%	17%	-1%	i	0.6	0.6	67	-0.1%
O=S(=O)(Nc1ccc2c(c1)nc1n2CCN(Cc2ccccc2)C1)c1ccc(F)cc1	-9%	43%	-1%	4%	-2%	30%	i	0.7	0.2	77	0.8%
COc1ccc(/C(C)=N/NC(=O)c2ccccc2N)cc1	6%	5%	21%	-3%	13%	10%	i	0.5	0.3	65	-2.6%
Cc1cc(NC(=O)CSc2nnc(C3COc4ccccc4O3)n2N)no1 (centres undefined)	-8%	-9%	1%	-11%	9%	6%	i	0.4	0.7	65	-4.5%
CCOc1cc(/C=C(/C#N)c2nc3ccccc3[nH]2)ccc1OCc1ccc(C(=O)O)o1	10%	-4%	-9%	1%	7%	2%	i	0.7	-0.2	71	35%
CC(C)Oc1ccc(S(=O)(=O)N2CCCCC2)cc1NC(=O)C1=COCCO1	.	-9%	.	.	8%	.	i	0.3	-0.2	39	.

Filtered by structure: the compounds so far containing fluorine (2)
SMILES	GPR35 arrestin U2OS	PhoP inhibition	Siah-1 displacement	LYP phosphatase	Rac1 GTP hydrolysis	GPR55 LPI antagonism	Myeloid diff MLP	Myeloid diff MLP GFP+ MAC1+ %	NTR1 ag	NTR1 ag cell count 20 µM	HIV peptide binding
Cn1c2c(c(=O)n(C)c1=O)C(NS(=O)(=O)c1ccc(Cl)cc1)(C(F)(F)F)C(=O)N2 (centres undefined)	-2%	-3%	0%	-3%	0%	5%	i	0.9	0.4	43	1.3%
O=S(=O)(Nc1ccc2c(c1)nc1n2CCN(Cc2ccccc2)C1)c1ccc(F)cc1	-9%	43%	-1%	4%	-2%	30%	i	0.7	0.2	77	0.8%
